Rin1 Abl inh: inhibitors of human Rin1-Abl protein interaction. P00519+Q13671. TR-FRET Rin1/Abl binding, biochemical. inhibition, % at 7.35 µM. 360,000 tested, 0.4% active; in the data active = inhibition above about 5%, passing the limit was not always enough
Target sequence (P00519 whole entry, looked up): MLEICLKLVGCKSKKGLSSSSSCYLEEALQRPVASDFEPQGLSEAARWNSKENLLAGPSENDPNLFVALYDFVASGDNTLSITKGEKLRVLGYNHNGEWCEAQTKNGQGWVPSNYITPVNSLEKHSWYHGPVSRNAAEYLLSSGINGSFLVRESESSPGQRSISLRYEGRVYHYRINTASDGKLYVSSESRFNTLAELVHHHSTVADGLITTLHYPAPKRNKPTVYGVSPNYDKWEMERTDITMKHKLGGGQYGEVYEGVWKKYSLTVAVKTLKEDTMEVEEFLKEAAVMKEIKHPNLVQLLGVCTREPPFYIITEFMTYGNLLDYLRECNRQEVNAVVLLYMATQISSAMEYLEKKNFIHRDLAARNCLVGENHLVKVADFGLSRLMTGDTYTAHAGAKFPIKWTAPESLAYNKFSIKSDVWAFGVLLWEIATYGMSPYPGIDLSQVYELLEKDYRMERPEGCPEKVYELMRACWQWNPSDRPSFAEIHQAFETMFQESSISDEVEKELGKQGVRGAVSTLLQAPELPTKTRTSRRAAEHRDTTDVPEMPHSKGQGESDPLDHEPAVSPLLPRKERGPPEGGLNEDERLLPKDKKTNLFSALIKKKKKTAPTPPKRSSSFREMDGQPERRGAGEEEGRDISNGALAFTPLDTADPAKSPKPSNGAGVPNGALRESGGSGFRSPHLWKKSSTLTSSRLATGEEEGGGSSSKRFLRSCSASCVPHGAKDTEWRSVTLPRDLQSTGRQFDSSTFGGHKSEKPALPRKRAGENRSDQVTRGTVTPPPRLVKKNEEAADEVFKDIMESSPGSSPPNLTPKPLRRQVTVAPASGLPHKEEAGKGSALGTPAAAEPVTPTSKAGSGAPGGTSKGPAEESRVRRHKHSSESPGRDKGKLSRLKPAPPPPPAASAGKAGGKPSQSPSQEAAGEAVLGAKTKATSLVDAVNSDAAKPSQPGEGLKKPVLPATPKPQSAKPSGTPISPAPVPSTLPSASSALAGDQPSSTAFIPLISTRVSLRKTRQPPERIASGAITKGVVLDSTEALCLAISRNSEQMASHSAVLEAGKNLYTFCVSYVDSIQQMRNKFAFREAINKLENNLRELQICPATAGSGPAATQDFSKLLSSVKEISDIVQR
Target sequence (Q13671 whole entry, looked up): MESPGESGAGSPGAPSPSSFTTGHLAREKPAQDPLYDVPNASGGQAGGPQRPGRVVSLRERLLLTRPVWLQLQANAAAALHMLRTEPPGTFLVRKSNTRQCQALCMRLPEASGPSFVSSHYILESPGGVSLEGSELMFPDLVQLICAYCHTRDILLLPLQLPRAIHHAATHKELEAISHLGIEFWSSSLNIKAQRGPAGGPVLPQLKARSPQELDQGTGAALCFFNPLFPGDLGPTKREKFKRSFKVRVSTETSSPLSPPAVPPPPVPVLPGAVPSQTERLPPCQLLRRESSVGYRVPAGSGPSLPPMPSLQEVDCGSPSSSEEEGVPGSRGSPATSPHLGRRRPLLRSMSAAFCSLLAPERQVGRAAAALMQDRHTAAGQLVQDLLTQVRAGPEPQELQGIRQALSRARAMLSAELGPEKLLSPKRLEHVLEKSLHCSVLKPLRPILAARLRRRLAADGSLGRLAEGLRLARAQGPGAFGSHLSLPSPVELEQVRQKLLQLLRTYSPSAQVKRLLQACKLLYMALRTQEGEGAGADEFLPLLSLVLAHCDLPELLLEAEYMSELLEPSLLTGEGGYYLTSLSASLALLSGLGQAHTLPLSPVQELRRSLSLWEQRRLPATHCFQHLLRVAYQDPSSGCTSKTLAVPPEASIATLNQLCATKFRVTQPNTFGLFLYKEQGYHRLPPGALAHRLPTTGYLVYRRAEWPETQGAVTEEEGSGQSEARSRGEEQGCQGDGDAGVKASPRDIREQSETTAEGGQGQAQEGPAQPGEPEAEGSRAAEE
MsrA act: activates bovine MsrA enzyme | activation, % at 10.6 µM | 360,000 tested, 0.3% active | purified bovine MsrA, absorbance read-out | AID 602163; in the data active = activation above about 7.5%;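 note: 0% = vehicle and 100% = reference activator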
MT1-MMP act inh: blocks activation of human MT1-MMP; P50281; HT1080 RFP-PRO-GFP cells, GFP/RFP ratio fluorescence, overnight; percent of plate control window, DMSO zero; GFP/RFP ratio change, % at 20 µM; 360,000 tested, 0.061% active; AID 651647;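 active = GFP/RFP ratio change of at least 30% with cell ATP level not reduced by more than half and red fluorescence within 50% of control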; note: strong numbers were not always called active
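Compound: 20 µM single dose, 1% DMSO / System: HT1080 RFP-PRO-GFP cells / Controls: DMSO and RFP-L50D-GFP cell wells / Read-out basis: GFP/RFP fluorescence ratio / Schedule: overnight compound exposure at 37 °C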
Rpn11 inh: blocks the human proteasome subunit Rpn11 | human 26S proteasome, Ub4-pepOG fluorescence polarization; 20S core pre-blocked with epoxomicin | calls only at 20 µM | 360,000 tested, 0.59% active;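 active = inhibition at 20 µM, scaled to each plate's controls, above about 33%, limit read from the data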
MLLE-PAM2 inh: blocks PAM2 peptide binding to the PABP1 MLLE domain; inhibition, % at 20 µM; GST-MLLE / FITC-PAM2 fluorescence polarization; AID 588489; P11940; 360,000 tested, 0.36% active; in the data active = inhibition above about 35%, passing the limit was not always enough;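 note: plate controls were DMSO wells with GST-MLLE for no effect and wells lacking GST-MLLE protein for full effect; some results filed as inactive read as strong as hits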
FAS TE block: blocks the thioesterase domain of human fatty acid synthase. 360,000 tested, 0.67% active. P49327. inhibition, % at 15 µM. recombinant FAS-TE, OMFH fluorogenic substrate, fluorescence endpoint;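 active = compounds whose normalised, plate-corrected inhibition of enzyme fluorescence in the single-dose primary screen is 50% or more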;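 note: 0% = DMSO with enzyme and 100% = substrate without enzyme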
eLon inh: inhibits E. coli Lon protease | P0A9M0 | purified E. coli Lon protease, fluorescence polarization | inhibition, % at 7.94 µM | 360,000 tested, 0.42% active | AID 602123; in the data active = inhibition above about 13%, passing the limit was not always enough;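 note: 0% = enzyme with probe and DMSO and 100% = no enzyme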
CSN deneddyl inh: blocks human CSN-mediated cullin deneddylation; Q92905; AID 651999; Purified CSN, SCF-Nedd8-OG deneddylation, fluorescence polarization; 360,000 tested, 0.38% active; inhibition, % at 12.5 µM;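 active = pattern-corrected inhibition above about 35%, with an unprinted fluorescence ratio check between 0.5 and 1.5, limit read from the data, passing the limit was not always enough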;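 note: 0% = enzyme with substrate and 100% = substrate without enzyme; some results filed as inactive read as strong as hits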
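assay system = purified human Csn5 enzyme expressed in HEK293T cells | amount = 0.24 nM enzyme | buffer or medium = Tris/NaCl/DTT buffer, pH 7.5 | reagent = 10 nM SCFSkp2-Nedd8OG | compound = one concentration, 12.5 µM, 0.25% DMSO | times = 90 min reaction at room temperature | signal = FP | read-out basis = % inhibition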
MsrA inh: bovine MsrA inhibition; purified bovine MsrA, absorbance read-out; inhibition, % at 15.5 µM; 360,000 tested, 0.75% active; AID 651718; in the data active = inhibition above about 4.5%;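 note: 0% = vehicle wells with enzyme and 100% = reference inhibitor wells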
An asterisk follows results filed as active; i = inactive; . = not tested or not shown; + = active, no number.

cpd	SMILES	Rin1 Abl inh	MsrA act	MT1-MMP act inh	Rpn11 inh	MLLE-PAM2 inh
1	COC(=O)c1cccc(NC(=O)CN2CCN(c3ccc(OC)cc3)CC2)c1	-4	-14	-6	i	-3
2	COc1ccc(NC(=O)C2Cc3c(-c4ccccc4)ccnc3O2)cc1OC (stereo not given)	-1	-1	18	i	0
3	CCc1ccccc1NC1c2ccccc2C(=O)N1c1cccnc1 (stereo not given)	-1	2	-4	i	5
4	NC(=O)NCC(=O)N1CCC(C(O)(c2ccccc2)c2ccccc2)CC1	1	-3	-2	i	13
5	COc1ccccc1N(C)S(=O)(=O)c1ccc(C(=O)NCCCN2CCCC2=O)cc1	-3	-5	8	i	2
6	COC(=O)C(Cc1ccc(O)cc1)NC(=O)CCC(=O)Nc1ccc(S(N)(=O)=O)cc1 (stereo not given)	3	-13	-1	i	1
7	CC(=O)Nc1ccc(SCC(=O)Nc2ccc(Cl)cn2)cc1	-2	-1	3	i	23
8	COCc1c(C(=O)Nc2ccc(Cl)cc2F)oc2ccccc12	0	-17	-2	i	-3
9	COc1ccc(/C(C)=N/NC(=O)c2nnn(-c3nonc3N)c2-c2ccccc2)cc1	-2	0	1	+	-13
10	Cc1ccnc(N/C=C(/NC(=O)c2ccccc2)C(=O)N/N=C\c2ccc(F)cc2)n1	-6	0	3	i	8
11	Cc1ccc(CNC(=O)C2CCCC2)cc1	0	-6	-1	i	-4
12	O=C1CCCc2c1cc(C(=O)Nc1ccc(Cl)cn1)c(=O)n2-c1ccccc1	0	1	-7	i	3
13	CCN(CC(=O)Nc1c(F)cccc1F)C(=O)c1n[nH]c2ccccc12	0	-8	1	i	1
14	Cc1ccc2c(c1)nnn2C1CCN(C(=O)Nc2ccccc2C)CC1	3	-2	-2	i	16
15	CC(C)c1cc(C(=O)NCCc2ccccc2)no1	-2	-6	2	i	3

cpd	FAS TE block	eLon inh	CSN deneddyl inh	MsrA inh
1	4	-15	-1	0.4
2	-6	-19	4	.
3	-3	5	-1	0.4
4	-3	-2	0	-0.4
5	-6	8	-1	1.9
6	-14	-3	-1	-1.0
7	-1	3	0	-1.6
8	12	4	3	-0.4
9	-1	-2	8	-0.6
10	-2	-1	3	3.2
11	-6	8	-9	0.2
12	12	-9	8	2.2
13	-5	2	5	-2.2
14	-2	-8	-4	1.1
15	-7	9	-1	0.2

Single values from the results shown.
Reading for #9 under CSN deneddyl inh: 8
Reading for #6 under MsrA inh: -1.0
Reading for #5 under MT1-MMP act inh: 8
Reading for #4 under MsrA inh: -0.4
Reading for #1 under Rin1 Abl inh: -4

(more compounds)
cpd	SMILES	Rin1 Abl inh	MsrA act	MT1-MMP act inh	Rpn11 inh	MLLE-PAM2 inh
16	COc1ccc(OC)c(NC(=O)c2ccccc2OC(C)=O)c1	-1	-3	2	i	-3
17	CCCCCCCn1ccc(O)c(CC(=O)OC)c1=O	-2	-5	2	i	20
18	CCOC(=O)c1cc2c(n(-c3ccccc3)c1=O)CC(C)(C)CC2=O	0	1	5	i	-2
19	COC(=O)c1sccc1NC(=O)c1cc(-c2cccc(C)c2)nc2ccccc12	-3	-4	1	i	2
20	N#CC(c1ccccc1)N(CCCCl)C(=O)c1ccc(Br)cc1 (stereo not given)	0	-2	-2	i	6
21	Cc1cc(NC(=O)CSc2ccc(F)cc2)no1	2	-6	-2	i	4
22	COc1ccc(C(=O)Nc2nc(-c3ccc([N+](=O)[O-])cc3)c(-c3ccc(OC)cc3)s2)cc1	2	-3	-11	+	-23
23	CCOC(=O)c1cc(C)sc1NC(=O)CN1CCN(C(=O)C2CCCO2)CC1 (stereo not given)	-2	-5	1	i	13
24	COc1ccc(NC(=O)C(c2ccccc2)N(C)C(=O)c2ccc(=O)[nH]c2)cc1 (stereo not given)	-2	0	0	i	22
25	Cc1ccc2ccc(S(=O)(=O)NCc3ccco3)cc2c1	1	-3	-2	i	-6
26	CCC(CC)COC(=O)C1=C(C)NC(=O)NC1c1ccc([N+](=O)[O-])cc1 (stereo not given)	-1	1	2	i	-10
27	CCOc1ccc(S(=O)(=O)N2CCC(C(N)=O)CC2)c2ccccc12	-4	0	-1	i	9
28	N=C1SC(CC(=O)Nc2ccccc2[N+](=O)[O-])C(=O)N1c1ccccc1 (stereo not given)	-1	-3	7	i	-21
29	CCOC(=O)C1CCCN(C(=O)CN2C(=O)/C(=C/c3ccc(OC)cc3)Oc3ccccc32)C1 (stereo not given)	-2	-1	-5	i	1
30	COc1ccc(NC(=O)COC(=O)c2cnccn2)cc1Cl	-1	-5	-2	i	-16

cpd	FAS TE block	eLon inh	CSN deneddyl inh	MsrA inh
16	-4	-3	-5	0.6
17	-4	11	0	0.6
18	-5	-11	4	0.3
19	19	-5	2	0.0
20	31	1	-7	0.0
21	-8	-1	0	0.4
22	5	-14	6	-0.2
23	-1	-3	0	-0.7
24	-2	-2	-16	-0.1
25	6	6	-1	0.7
26	72*	-8	-1	-1.2
27	0	-2	-4	0.3
28	0	10	3	0.5
29	33	3	3	1.1
30	-12	-2	1	-1.2

(continued)
cpd	SMILES	Rin1 Abl inh	MsrA act	MT1-MMP act inh	Rpn11 inh	MLLE-PAM2 inh
31	C=CCN1c2ccccc2C(=O)CS1(=O)=O	2	-11	4	i	11
32	CC(CC(=O)NCCc1ccc(S(N)(=O)=O)cc1)c1ccccc1 (stereo not given)	-2	-4	-1	i	-3
33	CC(C)(C)C(=O)/C(C#N)=C/c1ccc(O)cc1	1	-14	1	i	6
34	CCn1c(=O)n(CC)c2cc(S(N)(=O)=O)c(C)cc21	7	-7	4	i	3
35	COCc1cc(=O)[nH]c(N2CCN(Cc3ccc4c(c3)OCO4)CC2)n1	0	-1	-4	i	5
36	COc1ccc(C2C(C(=O)NCCN(C)C)c3ccccc3C(=O)N2C)cc1OC (stereo not given)	-1	-2	-2	i	-3
37	O=C(c1cccc(F)c1F)N1CCCc2ccccc21	2	-4	3	i	3
38	FC(F)(F)c1ccc(C2[C@H]3CN(Cc4cccnc4)[C@H](c4ccccc4)C34CC2(c2ccccc2)C4)cc1 (stereo not given in full)	-1	-2	-10	i	8
39	CCC1Oc2ccc(C)cc2N(CC(=O)NC2CCCCC2)C1=O (stereo not given)	2	-4	1	i	14
40	CC1CCCC(C)N1C(=O)CSc1nc2c(c(=O)n(C)c(=O)n2C)n1C (stereo not given)	1	-7	-5	i	8
41	CCCSc1nc2c(c(=O)[nH]c(=O)n2C)n1Cc1ccc(C)cc1	2	-3	1	i	-72
42	Cc1ccc(C23CC4CC(CC(C(=O)N5CCN(C)CC5)(C4)C2)C3)cc1	-3	-2	-8	i	-6
43	Cc1ccc(-c2nnn(CC(=O)N(c3cccc(F)c3)C(C(=O)NC(C)(C)C)c3ccco3)n2)o1 (stereo not given)	-1	-6	0	i	2
44	CCC(C)c1ccc(NC(=O)COC(=O)c2nc3nccc(C)n3n2)cc1 (stereo not given)	1	-1	3	i	-7
45	Cc1c(C(=O)OCCOc2ccccc2)[nH]c2c1C(=O)CCC2	1	-12	-7	i	0

cpd	FAS TE block	eLon inh	CSN deneddyl inh	MsrA inh
31	-8	-2	2	-0.3
32	-4	-5	-4	-0.7
33	-10	-2	0	2.3
34	-7	-3	0	-0.3
35	-3	-2	1	1.2
36	-5	-13	-4	1.2
37	0	-2	-2	-0.1
38	24	-5	2	0.4
39	3	-2	2	-1.4
40	-2	9	0	-0.3
41	-2	-3	16	0.9
42	2	-3	4	0.2
43	-2	-2	-18	0.3
44	-5	8	-4	-0.2
45	3	-2	1	1.3

Ordered by length of the SMILES (high to low): some entries from above
cpd	SMILES	Rin1 Abl inh	MsrA act	MT1-MMP act inh	Rpn11 inh	MLLE-PAM2 inh
35	COCc1cc(=O)[nH]c(N2CCN(Cc3ccc4c(c3)OCO4)CC2)n1	0	-1	-4	i	5
44	CCC(C)c1ccc(NC(=O)COC(=O)c2nc3nccc(C)n3n2)cc1 (stereo not given)	1	-1	3	i	-7
45	Cc1c(C(=O)OCCOc2ccccc2)[nH]c2c1C(=O)CCC2	1	-12	-7	i	0
37	O=C(c1cccc(F)c1F)N1CCCc2ccccc21	2	-4	3	i	3

cpd	FAS TE block	eLon inh	CSN deneddyl inh	MsrA inh
35	-3	-2	1	1.2
44	-5	8	-4	-0.2
45	3	-2	1	1.3
37	0	-2	-2	-0.1

Continued.
cpd	SMILES	Rin1 Abl inh	MsrA act	MT1-MMP act inh	Rpn11 inh	MLLE-PAM2 inh
46	O=C1C2CCCN2C(=O)N1CCCCN1CCN(c2cccc(C(F)(F)F)c2)CC1 (stereo not given)	0	-6	2	i	4
47	COc1ccccc1NC(=O)C(C)NS(=O)(=O)c1ccccc1 (stereo not given)	2	1	4	i	9
48	COc1ccc(C2CC(=O)C3=C(C2)Nc2ccccc2N(C(=O)C2CC2)C3c2cccnc2)cc1OC (stereo not given)	2	-8	7	i	6
49	COc1ccc(/C=C/C(=O)Nc2ccccc2Cl)cc1S(=O)(=O)N1CCOCC1	-1	-7	-3	i	-1
50	CCc1ccc(NC(=O)CCNC(=O)Cn2cnc3ccccc3c2=O)cc1	3	-2	-1	i	4
51	Oc1ccc(/C=C/c2ccc3ccccc3n2)cc1	1	-4	-1	i	0
52	CCOc1ccccc1-c1nnc(SCC(=O)NC2CC2)n1CC	-3	-1	-1	i	-5
53	Cc1cc(C)cc(NC(=O)[C@H](NC(=O)[C@@H]2Cc3ccccc3CN2)c2ccccc2)c1	3	1	2	i	-2
54	Cc1nc2ccccn2c1C(=O)NC1CCCC1	-3	2	-3	i	-10
55	CCN(CC)S(=O)(=O)c1ccc(N2CCCC2)c(NC(=O)CN2C(=O)NC3(CCCC3)C2=O)c1	5	-4	0	i	-5
56	Cc1ccc(C(=O)Nc2nccs2)cc1	-2	4	1	i	-8
57	CC1(C(=O)NCc2ccccc2)Cc2c(-c3ccc(C(N)=O)cc3)ccnc2O1 (stereo not given)	1	-1	6	i	-10
58	Cc1ccc(S(=O)(=O)Oc2ccc(/C=C(/NC(=O)c3ccccc3)C(=O)O)cc2)cc1	2	-11	1	i	10
59	NNC(=O)c1csc(-c2ccccc2)n1	-2	-8	3	i	-5
60	CCCS(=O)(=O)NCc1ccc2c(c1)cc(C)n2C	-12	-1	34*	i	5

cpd	FAS TE block	eLon inh	CSN deneddyl inh	MsrA inh
46	-2	-10	-4	-0.8
47	-1	6	0	0.7
48	-8	13	0	2.6
49	-2	-10	4	2.3
50	-4	-3	-2	-0.6
51	2	-6	2	3.3
52	-7	-5	-1	0.4
53	8	6	4	.
54	-2	6	-9	0.3
55	-5	22*	3	0.1
56	-3	-4	4	0.0
57	-9	-5	0	0.3
58	0	-5	-9	0.0
59	3	1	-4	-0.3
60	-5	9	0	0.8

In the list so far, these have a thiophene ring, fused or not:
cpd	SMILES	Rin1 Abl inh	MsrA act	MT1-MMP act inh	Rpn11 inh	MLLE-PAM2 inh
19	COC(=O)c1sccc1NC(=O)c1cc(-c2cccc(C)c2)nc2ccccc12	-3	-4	1	i	2
23	CCOC(=O)c1cc(C)sc1NC(=O)CN1CCN(C(=O)C2CCCO2)CC1 (stereo not given)	-2	-5	1	i	13

cpd	FAS TE block	eLon inh	CSN deneddyl inh	MsrA inh
19	19	-5	2	0.0
23	-1	-3	0	-0.7

Hits appear at their usual frequency; about 3.7% have a hit in one of these screens.
